# Source: PubChem BioAssay (National Center for Advancing Translational Sciences (NCATS))
# Cycloheximide cs: affects cycloheximide protein synthesis inhibition readout, counter-screen. cell reporter, cycloheximide protein synthesis inhibition counterscreen. 12% of 300,000 active. max response, %; in the data active = max response mostly above about 13%, no sharp cut-off; inactive = mostly below about 14%; note: read at 38.3 µM for the half of the compounds with a filed dose; 0% is about no effect
# Pf growth 48h: P. falciparum growth inhibition at 48 hours (one generation) | P. falciparum luciferase growth in erythrocytes, 48 h | Potency, µM (doses to about 28.7 µM), for the others: at the top dose activity change, negative = inhibition, usual class: inhibitors | 5.9% of 310,000 active | AID 504832; note: potency is the fitted concentration of half-maximal effect; % is set by controls: 0 for no effect and ±100 for the full control effect
#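 Growth was read as firefly luciferase luminescence after a 48 h, 37 C, 5% CO2 exposure of compounds to reporter-bearing P. falciparum cultures (0.1% parasitemia, 2% hematocrit final) in Albumax-supplemented RPMI 1640.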
# AMA1-RON2 inh: AMA1-RON2 (P. falciparum) interaction inhibition; AlphaScreen AMA1-biotinylated RON2 peptide binding; Potency, µM (top dose mostly 58.2 µM), inactives show at the top dose activity change, negative = inhibition, usual class: inhibitors; 0.2% of 360,000 active;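 note: potency is the fitted concentration of half-maximal effect; 0% = vehicle wells and -100% = peptide control; nearly all actives have a fitted effect of over 45% in size; some results filed as inactive show a strong effect at the top dose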
#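 AMA1 (3D7) with his tag at 25 nM final met compounds first, then biotinylated RON2 peptide at 25 nM; detection used donor plus acceptor beads, 10 µg/mL apiece, read by AlphaScreen after 30 min at room temperature.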
# Pf growth 96h: P. falciparum growth inhibition at 96 hour, primary screen for plastid delayed-death inhibitors. Potency, µM (doses to about 28.7 µM), for inactives: top-dose activity change, negative = inhibition, most hits filed as inhibitors. 6.9% of 320,000 active. P. falciparum luciferase reporter growth, 96 h. AID 504834; note: potency is the fitted concentration of half-maximal effect; % is set by controls: 0 for no effect and ±100 for the full control effect
#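 Plates of compound plus infected erythrocytes (2% hematocrit, 0.05% parasitemia final) incubate 96 hours, 37 C, 5% CO2. Detection reagent added; reduced luminescence from the parasites' luciferase reporter flags inhibition.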
# Shiga toxin inh: inhibitors of Shiga toxin in Vero cells. Vero cells, Shiga toxin protein synthesis inhibition reporter. 9.2% of 290,000 active. AID 2315. inhibition, % at 38.7 µM; in the data active = inhibition mostly above about 28%, no sharp cut-off; inactive = mostly below about 43%; note: 0% is about no effect
# LmPK inh: LmPK (Leishmania mexicana) enzyme inhibition; 0.37% of 290,000 active; purified LmPK, Kinase-Glo ATP luminescence, 1 h; Potency, µM (series often up to 57.5 µM), for the others: at the highest dose activity change, negative = inhibition, most hits filed as inhibitors; note: potency is the fitted concentration of half-maximal effect; % is set by controls: 0 for no effect and ±100 for the full control effect
# Target sequence (Q27686 whole entry, looked up): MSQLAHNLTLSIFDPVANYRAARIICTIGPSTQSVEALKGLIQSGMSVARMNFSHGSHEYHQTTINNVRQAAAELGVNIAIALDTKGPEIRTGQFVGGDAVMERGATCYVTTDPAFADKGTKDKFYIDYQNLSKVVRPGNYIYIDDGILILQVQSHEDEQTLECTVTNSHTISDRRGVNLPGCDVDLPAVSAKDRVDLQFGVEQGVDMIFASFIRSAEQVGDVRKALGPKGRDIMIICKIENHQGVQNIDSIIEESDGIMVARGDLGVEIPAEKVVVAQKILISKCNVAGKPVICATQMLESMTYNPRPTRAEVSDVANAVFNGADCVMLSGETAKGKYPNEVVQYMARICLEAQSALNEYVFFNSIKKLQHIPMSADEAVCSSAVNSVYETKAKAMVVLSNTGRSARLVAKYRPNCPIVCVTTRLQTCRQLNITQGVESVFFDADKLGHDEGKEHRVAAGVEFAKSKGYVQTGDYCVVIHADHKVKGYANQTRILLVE
#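 0.1 nM LmPK, 0.5 mM PEP, 0.1 mM ADP; 50 mM imidazole pH 7.2, 7 mM MgCl2, 50 mM KCl; 1 h RT. Kinase-Glo luminescence readout, normalized to no-enzyme (full inhibition) and uninhibited wells.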
# TbPYK inhibitor: blocks Trypanosoma brucei pyruvate kinase | Q57TT1 | TbPYK enzyme, Kinase-Glo Plus ATP luminescence, 45 min | Potency, µM (titrated, usually from 76.8 µM), for inactives: at the top dose activity, negative = inhibition, actives largely listed as inhibitors | 0.12% of 410,000 active; note: potency is the fitted concentration of half-maximal effect; % is set by controls: 0 for no effect and ±100 for the full control effect; nearly all actives have a fitted effect of over 50% in size
#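 Glycolytic pyruvate kinase of T. brucei was incubated with substrate, test compound and 130 uM ADP for 45 minutes at room temperature. Luminescent Kinase-Glo Plus signal was measured after 10 minutes.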
# * = called active by the depositor; ? = inconclusive; . = not tested or not shown; & = joins results of further samples; ! = a repeat was not active; [ ] = remark or other dose. Unless noted, calls come from the whole dose curve; as a rule, active = well fitted curve in the direction sought with a large enough effect; inconclusive = small, poorly fitted or top-dose-only effect, or another doubt; inactive = no such curve, though single readings can be large; an effect the other way counts as inactive or inconclusive. This is a random part of the collection; overall some 21% were active at least once.
Molecule	Cycloheximide cs	Pf growth 48h	AMA1-RON2 inh	Pf growth 96h	Shiga toxin inh	LmPK inh	TbPYK inhibitor
CN1CCN(c2ccc(C=O)cc2)CC1	9.3	-0.8%	-10.3%	.	-3.7	-3.8%	-3.5%
COC(=O)CC[C@@H](C(=O)O)N1C(=O)c2ccccc2C1=O	-4.0	.	-7.0%	?	-13.3	7.3%	1.7%
O=C(c1ccc(Br)cc1)N1CCC(C(=O)N2CCN(Cc3ccccc3)CC2)CC1	-1.2	-21.9%	-19.5%	-12.5%	-16.1	-1.7%	7.0%
COc1ccc(S(=O)(=O)N2CCOC23CCN(S(=O)(=O)c2cccs2)CC3)cc1	.	?	12.4%	?	.	.	3.1%
Cc1nnc(N(C(=O)c2cnccn2)c2ccccc2)s1	2.6	2.1%	1.0%	54.3%[activator]	14.0	0.7%	?
Brc1ccc2c(c1)CN1CCCC1=N2	-3.4	10.4µM*	-1.4%	?	-12.2	-7.3%	4.4%
CCOC(=O)c1c(NC(=O)COc2cccc3c2CCN(Cc2ccc(F)cc2)C3=O)sc2c1CCC2	-6.3	11.3%	.	-24.0%	-8.5	-1.8%	.
COC(=O)Cn1cc(C(=O)C(F)(F)F)c2ccccc21	2.4	-0.6%	6.7%	-28.3%	-5.4	4.7%	1.9%
Cc1ccc(-c2onc3ccc(Cl)cc23)cc1	7.0	-1.4%	8.9%	19.4%	23.7	-8.2%	-3.8%
COc1ccc(CN(C)C(=O)c2cc(-c3ccc(OC)c(OC)c3)nc3ccccc23)c(OC)c1	-4.5	7.0%	-17.1%	-28.2%	-15.2	3.1%	1.0%
O=C(C1=C[C@@H](c2coc3ccccc3c2=O)C[C@@H](OCCCCO)O1)N1CCN(Cc2ccccc2)CC1	-2.5	?	9.6%	?	-17.1	4.6%	-8.6%
COC(=O)c1ccc(NC(=O)CN(Cc2ccc(Cl)cc2)S(C)(=O)=O)cc1	7.1	.	0.0%	-2.0%	-5.9	9.3%	2.9%
CC(C)[C@H](NC(=O)OCc1ccccc1)C(=O)NC(C=O)Cc1ccccc1 (some centres undefined)	.	1.31µM*	0.6%	3.7µM*	.	.	-1.5%
CC(C)(C)NC(=O)CN(C(=O)CN1C(=O)C(=O)c2ccccc21)C(C)(C)C	-3.7	15.1%	4.9%	13.1µM*	-7.3	-8.5%	1.7%
COc1cc(CSc2nc(-c3ccccc3)cc(=O)[nH]2)cc(OC)c1	2.1	16.0%	-5.5%	19.2%	-3.8	-0.7%	4.3%
COc1ccc(C(=S)N2CCN(C)CC2)cc1	-0.8	.	1.0%	-0.2%	-13.0	-2.8%	-25.7%
O=C(COC(=O)C1CCN(c2ccc(C(F)(F)F)cn2)CC1)c1ccccc1	.	13.9%	22.0%	6.7%	.	.	3.4%
O=C(O)CC(CC(=O)Nc1ccc2ccccc2n1)c1ccccc1 (centres undefined)	-3.3	22.5%	-12.7%	5.0%	5.3	0.5%	0.8%
O=C(NC(=S)Nc1ccccn1)c1ccco1	46.6*	102.6%[activator]	76.5%[activator]	106.1%[activator]	57.8*	-28.8%	-10.6%
CC(=O)Nc1nc2cc([N+](=O)[O-])ccc2s1	.	31.5%[activator]	-6.4%	3.2%	.	.	-2.7%
CC(C)(C)CC(C)(C)NC(=O)/C=C/C(=O)O	-2.2	1.7%	-11.8%	17.6%	-2.5	-5.5%	-1.1%
C/C(=N\Nc1nc(C)cc(C)n1)c1ccc(N2CCOCC2)cc1	17.1	?	110.8%[activator]	?	20.3	2.7%	-10.6%
COc1ccc(OC)c(NC2=NC3(CCCCC3)N=C(N)N2)c1	-3.0	?	9.6%	-17.3%	-3.2	-5.6%	-1.5%
COc1cc(OC)c(OC)cc1CN1CCN(S(=O)(=O)c2ccc(F)cc2)CC1	0.4	?	?	.	-1.9	-0.4%	33.8%
O=C(NC1CCCCC1)C(c1ccc2ncccc2c1)N(Cc1ccccc1)C(=O)c1ccc2c(c1)OCCO2 (centres undefined)	9.7	13.1µM*	-5.0%	10.4µM*	-4.7	0.7%	-2.2%
N#Cc1c(-c2ccc(Cl)cc2)nc2n(c1=O)CCCS2	-3.7	50.1%[activator]	3.7%	0.0%	-31.3	5.1%	0.4%
CC(C)CNC(=O)Cn1c(=O)c2c(ncn2CC(C)C)n(Cc2ccccc2)c1=O	6.6	?	-1.7%	?	-1.8	2.2%	-10.1%
O=C(CSc1nc2ccccc2c(=O)n1-c1ccccc1)NCc1ccc2c(c1)OCO2	-4.1	?	-8.8%	?	-13.8	3.9%	0.0%
CN(c1ccc(OCC(=O)Nc2nc(-c3ccccc3)cs2)cc1)S(=O)(=O)c1ccc(F)cc1	-1.8	-17.5%	-4.9%	?	-7.6	-0.5%	-3.8%
Clc1ccccc1-c1nn2c(COc3ccccc3)nnc2s1	12.2	?	32.7%[activator]	2.7%	-14.9	-10.8%	-8.6%
O=C(CN1CCCc2ccccc21)Nc1ccccc1[N+](=O)[O-]	-6.6	?	?	-6.3%	-9.1	13.0%	-5.3%
O=C(O)c1cccc(N=Nc2c(O)[nH]c(=O)[nH]c2=O)c1	2.2	136.4%[activator]	0.0%	92.4%[activator]	6.1	-24.5%	4.5%
CC(=O)N1N=C(c2cccc([N+](=O)[O-])c2)OC1(C)c1cccs1 (centres undefined)	5.6	-8.6%	-7.6%	-10.0%	8.0	2.2%	8.0%
CCCC/C=C/[C@H](c1ccccc1)[C@H](CO)Cc1cccnc1	-2.2	.	2.5%	.	-4.3	.	-5.8%
COc1ccc(N2CCN(C(c3cccs3)C(C)NC(=O)c3ccc4c(c3)OCO4)CC2)cc1 (centres undefined)	8.2	?	?	?	7.7	0.5%	-9.5%
Cc1cc(C)cc(OCC(=O)OCC(=O)NC2CCCCCC2)c1	.	20.8%	-7.3%	-24.3%	.	.	2.6%
Cc1cc(=O)oc2cc(OCc3ccc(C(=O)OCC(=O)NC4CCS(=O)(=O)C4)cc3)ccc12 (centres undefined)	15.1	8.6%	-4.9%	-13.3%	22.9	10.7%	-1.5%
O=C(/C(C=Nc1ccc(F)cc1)=C(/O)c1ccco1)C(F)(F)F	59.6*	292.9%[activator]	-6.6%	254.6%[activator]	62.0*	-11.0%	-5.1%
Cc1ccc(S(=O)(=O)N(C)C)cc1NS(=O)(=O)c1ccc(Cl)s1	1.6	-14.6%	0.5%	14.7%	12.6	0.8%	1.9%
CCN1CCN(c2ncnc3c2nnn3Cc2ccccc2)CC1	-0.7	?	-2.1%	-12.8%	-12.4	3.4%	1.1%
Cc1ccc(-c2csc(NC(=O)c3ccc([N+](=O)[O-])o3)n2)cc1	11.7	13.1µM*	-0.5%	2.62µM*	19.3	-4.7%	1.4%
CCc1cccc(N=c2c([N+](=O)[O-])nn(-c3ccc4c(c3)OCCO4)n2O)c1	11.3	46.4%[activator]	?	50.5%[activator]	71.3*	2.7%	1.2%
CCSc1ncc(/C=N/Nc2ccc([N+](=O)[O-])cc2)n1C	25.2*	53.2%[activator]	-3.9%	?	54.6*	-4.1%	1.5%
CCOc1ccc(CCNC(=O)C2CC(=O)N(c3ccccc3OCC)C2)cc1OCC (centres undefined)	.	?	-4.9%	?	.	.	4.7%
Cc1ccc(C2=NNC(=O)C(P(=O)(c3ccccc3)c3ccccc3)C2)cc1 (centres undefined)	-3.1	0.4%	-12.7%	?	2.8	4.6%	-4.4%
Cc1cc(Br)ccc1NC(=O)CCSc1ccccc1	16.2*	8.1%	-2.0%	34.4%[activator]	47.5*	-4.7%	5.7%
Cc1cc(=O)oc(C)c1C(=O)OCC(=O)c1ccc(Cl)cc1	34.9*	0.0%	12.2%	29.5%	79.9*	0.8%	4.2%
COc1ccc(N2CCOCC2)c(NC(=O)c2cccc3ccccc23)c1	-2.7	3.7µM*	-10.2%	6.6%	-2.7	3.5%	-2.5%
Cc1cccc(NC(=O)c2ccc(-n3ccnc3)nc2)c1	13.2	?	28.6%	?	24.1	-2.4%	4.6%
CS(=O)(=O)N(CC(=O)N1CCOCC1)c1ccccc1	-2.7	15.0%	-2.0%	17.2%	-7.6	0.9%	-3.6%

# Carrying on.
Molecule	Cycloheximide cs	Pf growth 48h	AMA1-RON2 inh	Pf growth 96h	Shiga toxin inh	LmPK inh	TbPYK inhibitor
CCOc1cc(/C=C2\NC(=S)N(C)C2=O)ccc1OCc1ccc(C(=O)O)cc1	1.2	-9.9%	14.2%	?	4.0	-2.0%	1.2%
O=C(CCS(=O)(=O)c1ccc(Cl)cc1)Nc1nnc(-c2ccco2)o1	.	-16.1%	67.2%[activator]	-15.0%	.	.	0.2%
Cc1cccc(N2CCN(C(=O)CCc3nc4ccccc4[nH]3)CC2C)c1 (centres undefined)	-3.9	.	-11.6%	?	12.3	-2.4%	2.3%
C=C(NCc1ccccc1)c1ccccc1O	.	-8.6%	.	-13.9%	.	.	-7.9%
O=c1[nH]c2ccc(NC(=S)NCc3ccccc3)cc2[nH]1	-3.6	14.4%	-6.3%	-10.8%	3.3	1.3%	-9.7%
O=C(c1ccccc1[N+](=O)[O-])N1CCc2ccccc2C1	-0.1	13.5%	15.0%[11.6 µM]	-3.4%	8.2	-0.9%	-2.1%
COc1ccc(NC(=O)CCN2C(=O)c3cccc([N+](=O)[O-])c3C2=O)cc1	-1.6	44.5%	12.3%	-11.6%	8.6	-2.6%	-13.5%
S=c1[nH]c2cc3ccccc3cc2[nH]1	43.5*!	-0.5%&0.0%	79.4%[activator]	?	97.7*!	-2.6%&-0.4%	-26.9%
Cc1ccc2c(c1)nc(NCCO)n2C	1.0	33.3%[activator]	19.9%	?	19.8	-3.1%	-1.0%
Cc1cc(=O)oc(C)c1C(=O)Nc1ccc(F)cc1	-0.7	40.9%[activator]	-10.8%	78.5%[activator]	21.4	-0.5%	5.7%
CCn1cnc2c1c(=O)n(CC(=O)Nc1cc(C)on1)c(=O)n2Cc1ccccc1	-3.0	?	-3.6%	?	19.0	2.1%	3.3%
CN1C(=O)CS(=O)c2ccc(C(=O)NCCC3=CCCCC3)cc21 (centres undefined)	-2.4	.	1.7%	113.0%[activator]	-0.3	1.1%	-1.7%
COc1cccc(NC(=O)CN(C)C(=O)c2ccc(COc3ccccc3)o2)c1	.	14.7µM*	-5.1%	14.7µM*	.	.	-8.6%

# Rewritten field by field: entries from further up.
mol: S=c1[nH]c2cc3ccccc3cc2[nH]1
  Cycloheximide cs = 43.5*!	Pf growth 48h = -0.5%&0.0%	AMA1-RON2 inh = 79.4%[activator]	Pf growth 96h = ?	Shiga toxin inh = 97.7*!	LmPK inh = -2.6%&-0.4%	TbPYK inhibitor = -26.9%
mol: Cc1ccc2c(c1)nc(NCCO)n2C
  Cycloheximide cs = 1.0	Pf growth 48h = 33.3%[activator]	AMA1-RON2 inh = 19.9%	Pf growth 96h = ?	Shiga toxin inh = 19.8	LmPK inh = -3.1%	TbPYK inhibitor = -1.0%
